# Source: PubChem BioAssay
# hERG protect: shields human hERG channel from block by proarrhythmic agents | hit rate 0.51% among 310,000 | Q12809 | CHO-hERG, FluxOR thallium flux, dofetilide IC70 present | activation (rescue from dofetilide block), less the hit threshold, % at 10 µM;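 active means activation above the mean of controls blocked by dofetilide plus 5 SD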;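 further: thallium influx through hERG after potassium depolarization seen as dye fluorescence rise; in these data hits start at about 4.7%; inactives centre near -7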
# RGS4 pot: potentiators or activators of RGS4; HEK293 M3R/inducible RGS4, carbachol calcium flux Fluo4; active compounds read low; B-score at 10 µM; hit rate 0.92% among 310,000;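 active means B-score of the integrated calcium signal more than 4 SD below the library mean, with starting fluorescence not abnormally high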;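 further: negative B-score means reduced calcium response which marks RGS4 activation or potentiation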
#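 Detection: kinetic calcium fluorescence imaging with Fluo4-AM dye, 2 µM / Material: HEK293 cells with stable M3R and inducible RGS4 / Schedule: recording 10 s baseline at 1 Hz, 100 s post-agonist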
# HDAC3 inh: human HDAC3 inhibition. O15379. recombinant HDAC3, fluorogenic peptide/trypsin coupled, fluorescence. inhibition, % at 8.3 µM. hit rate 0.15% among 320,000; in the data active means inhibition above about 26%, passing the limit was not always enough
# Target sequence (O15379 whole entry, looked up): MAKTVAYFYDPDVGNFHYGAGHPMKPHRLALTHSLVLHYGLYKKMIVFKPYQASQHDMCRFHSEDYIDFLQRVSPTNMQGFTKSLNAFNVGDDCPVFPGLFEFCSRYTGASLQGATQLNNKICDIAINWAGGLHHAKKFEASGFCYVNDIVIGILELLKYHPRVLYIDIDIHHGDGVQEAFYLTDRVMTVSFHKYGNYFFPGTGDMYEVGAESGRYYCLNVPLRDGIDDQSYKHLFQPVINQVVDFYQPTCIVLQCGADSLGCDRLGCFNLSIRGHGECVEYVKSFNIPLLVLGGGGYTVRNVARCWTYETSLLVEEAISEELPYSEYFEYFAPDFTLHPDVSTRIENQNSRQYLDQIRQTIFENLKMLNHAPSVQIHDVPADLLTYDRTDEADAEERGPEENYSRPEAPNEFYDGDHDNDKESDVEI
# KCNQ1 inh: blocks the human KCNQ1 potassium channel. CHO-K1 KCNQ1, FluxOR thallium flux fluorescence; active compounds read high. hit rate 1.3% among 310,000. B-score at 10 µM. AID 2642;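 active means compounds whose thallium flux B-score, printed positive for inhibition, exceeds three library SD while starting fluorescence stays within three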;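 further: channel opened by potassium depolarization with thallium stimulus after 20 min compound exposure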
# Target sequence (P51787 whole entry, looked up): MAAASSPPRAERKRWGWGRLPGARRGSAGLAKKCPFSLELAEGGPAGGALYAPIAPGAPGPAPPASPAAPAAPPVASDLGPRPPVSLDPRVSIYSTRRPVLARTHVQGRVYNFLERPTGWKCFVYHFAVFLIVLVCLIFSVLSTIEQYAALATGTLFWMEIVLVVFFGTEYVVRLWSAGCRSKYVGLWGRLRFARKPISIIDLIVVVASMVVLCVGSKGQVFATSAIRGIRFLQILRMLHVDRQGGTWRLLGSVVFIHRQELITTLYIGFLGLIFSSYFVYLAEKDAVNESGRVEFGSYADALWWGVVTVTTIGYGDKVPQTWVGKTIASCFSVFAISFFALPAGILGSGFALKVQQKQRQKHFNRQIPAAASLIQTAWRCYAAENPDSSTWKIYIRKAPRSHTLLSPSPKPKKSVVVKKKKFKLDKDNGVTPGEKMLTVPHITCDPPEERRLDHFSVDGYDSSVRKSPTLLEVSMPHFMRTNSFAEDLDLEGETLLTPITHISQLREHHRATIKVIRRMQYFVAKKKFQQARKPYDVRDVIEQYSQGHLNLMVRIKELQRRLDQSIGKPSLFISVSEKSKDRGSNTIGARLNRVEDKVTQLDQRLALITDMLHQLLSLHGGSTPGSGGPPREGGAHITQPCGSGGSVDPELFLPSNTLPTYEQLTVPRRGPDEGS
# TMEM16A inh: blocks the mouse calcium-activated chloride channel TMEM16A. HEK293 TMEM16A/YFP iodide influx fluorescence, ionomycin. normalized B-score (activity score, 25-100; higher = stronger inhibition) at 10 µM. Q8BHY3. hit rate 1.2% among 310,000. AID 588511;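 active means ratio plate-corrected score three or more library SD toward inhibition, starting fluorescence score within five deviations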;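 further: score derived from kinetic fluorescence span divided by baseline fluorescence per well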
# TMEM16A act: activates or potentiates the mouse TMEM16A chloride channel. B-score at 10 µM. hit rate 0.3% among 340,000. AID 623877. HEK293 TMEM16A/YFP-H148Q/I152L, iodide quench fluorescence; active compounds read low. Q8BHY3;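 active means fluorescence-ratio B-score plate-corrected deviation score at least 3 library SD below zero, with starting fluorescence score within 5 deviations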;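 further: channel opened by trigger with iodide after compound preincubation; score built on the fluorescence ratio of max minus min over baseline; more negative score means more quench and so TMEM16A activation or potentiation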
# KCNK3 block: human KCNK3 channel inhibition, primary screen; CHO-KCNK3 thallium flux, FluxOR fluorescence; active compounds read low; B-score at 10 µM; hit rate 0.84% among 340,000;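 active means B-score under library mean minus 4 SD, starting fluorescence ratio at most library mean plus 5 SD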;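 further: more negative B-score means stronger inhibition of thallium flux through KCNK3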
# KCNK9 block: human KCNK9 channel inhibition; Q9NPC2; HEK293 KCNK9, FluxOR thallium flux fluorescence; active compounds read low; B-score at 10 µM; hit rate 1.2% among 310,000; AID 488922;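 active means ratio B-score over 3 SD below the library mean, with starting fluorescence within 5 SD of its mean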;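 further: negative B-score means less thallium flux so channel inhibition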
# SKKanGAS inh: SKKanGAS growth inhibition. S. pyogenes SKKanGAS, kanamycin growth, BacTiter-Glo, 6 h. inhibition, % at 7.5 µM. hit rate 1.3% among 300,000;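 active means mean replicate score, as percent of positive control median, at least 50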;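 further: strain carries kanamycin resistance gene driven by streptokinase promoter and grows in 40 µg/ml kanamycin; loss of luminescence reflects streptokinase promoter inhibition or plain growth inhibition; 0% = median of DMSO wells and 100% = positive control at its reference dose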
# RGS4 inh: human RGS4 inhibition | B-score at 10 µM | HEK293 M3R/RGS4 inducible, Fluo-4 calcium flux; active compounds read high; triggered by carbachol at its EC20 | P49798 | hit rate 0.45% among 310,000 | AID 463165;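 active means B-score, a plate-corrected calcium signal, over three deviations above library mean, with baseline fluorescence within five deviations of library mean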;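 further: RGS4 expression induced by doxycycline in cells with stable M3 receptor; B-score is computed from the integrated fluorescence ratio over baseline after carbachol; higher B-score means a larger calcium signal and so more RGS4 inhibition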
# KCNQ1 act: potentiators or activators of human KCNQ1 potassium channel; CHO-K1 KCNQ1, thallium flux FluxOR fluorescence; active compounds read high; B-score at 10 µM; hit rate 0.35% among 310,000;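 active means fluorescence ratio B-score, a plate-corrected score, at least three library SD, with initial intensity B-score within 5 SD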
#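 assay system = CHO-K1 cells stably expressing KCNQ1 | medium = assay buffer, equal DMSO in all wells | timing = 37 °C overnight plating, 90-min dark dye load, 20-min compound pretreatment | measured by = kinetic FluxOR thallium fluorescence, 10-s 1-Hz baseline, 110-s post-stimulus read | measure = fluorescence change relative to baseline, converted to B score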
# * marks the source's active call; other numbers are inactive results; i = inactive; . = no result given; & = joins results of further samples. These rows are one share of the data; rates above refer to the full screens.
# Second line of a record: KCNQ1 act | TMEM16A act | hERG protect | SKKanGAS inh | KCNQ1 inh | KCNK3 block | RGS4 pot | HDAC3 inh | TMEM16A inh | RGS4 inh | KCNK9 block
C=CCn1c(O)c(C(C)=NCC2CCCO2)c(=O)[nH]c1=O (configuration not stated)
  i | i | -6.8 | -6.1 | i | i | i | 5.3 | i | i | i
CCOC(=O)C1=C(N)Oc2cc(C)oc(=O)c2C12C(=O)N1c3c(cccc32)C(C)CC1(C)C (configuration not stated)
  i | i | -5.5 | 14.9 | i | i | i | -7.2 | i | i | i
CC(C)N(Cc1ccco1)/N=C/c1c(O)n(Cc2ccccc2)c(=O)[nH]c1=O
  i | i | -6.2 | -1.5 | i | i | i | -0.2 | i | i | i
C[N+]1(C)[C@@H]2CC[C@H]1CC(OC(=O)C(c1ccccc1)c1ccccc1)C2 (some centres not stated)
  i | i | -9.2 | -2.3 | i | i | i | 0.7 | i | i | i
C[N+]1(C)C2CCC1CC(OC(=O)c1ccccc1)C2 (configuration not stated)
  i | i | -12.3 | -4.7 | i | i | i | -3.4 | i | i | i
Cc1cc(=O)oc2cc(OCC(=O)N3CCN(Cc4ccc5c(c4)OCO5)CC3)ccc12
  i | i | -7.3 | -6.1 | i | i | i | -7.4 | i | i | i
O=C1NC(=O)C(CCc2ccncc2)(C2CCCCC2)C(=O)N1
  i | i | -12.1 | 2.9 | i | i | i | 3.4 | i | i | i
CN(N)N=Nc1nc2c([nH]1)c(=O)n(C)c(=O)n2C
  i | i | -5.7 | -2.0 | i | i | i | -1.9 | i | i | i
COC(=O)C1=C(c2cc3ccccc3s2)C[C@@H]2CC[C@H]1N2C(=O)N1CCC(O)CC1
  i | i | -6.7 | 10.4 | i | i | i | -15.7 | i | i | i
CC(C)(C#CC(=O)O)OOC(c1ccccc1)(c1ccccc1)c1ccccc1
  i | i | -13.1 | 19.7 | i | i | i | 5.5 | i | i | i
CCN1CCN(C(=O)Cc2c(C)n(C(=O)c3ccc(Cl)cc3)c3ccc(OC)cc23)CC1
  i | i | -20.4 | 0.0 | i | i | i | 8.6 | i | i | i
COC(=O)CC1=C(C(=O)OC)C2(C(=O)N(C)c3ccccc32)C(C#N)=C(N)O1 (configuration not stated)
  i | i | -2.7 | -9.8 | i | i | i | -11.2 | i | i | i
Cn1c[n+](C)cc1C(O)c1ccccc1 (configuration not stated)
  i | i | -11.5&-12.9 | -13.7&2.5 | i | i | i | 0.0&-3.1 | i | i | i
CCCC(=O)NC(Oc1ccc(OC)cc1)C(Cl)(Cl)Cl (configuration not stated)
  i | i | -6.5 | -4.0 | i | i | i | 2.9 | i | i | i
CCN1/C(=C\C=C\C2=[N+](CC)c3ccccc3C2(C)C)C(C)(C)c2ccccc21
  i | i | -55.6 | 58.4* | 21* | i | i | 4.9 | i | i | i
c1ccc2c(CN3CCCCCC3)c[nH]c2c1
  i | i | -7.2 | -8.7 | i | i | i | 2.0 | i | i | i
O=C(NC(Cc1ccccc1)C(=O)N1CCC2(CC1)OCCO2)C1CCCCC1 (configuration not stated)
  i | i | -8.3 | 4.6 | i | i | i | 0.5 | i | i | i
CCC(=O)c1cc(F)c(N2CCN(CC)CC2)cc1C
  i | i | -5.8 | -2.9 | i | i | i | 2.7 | i | i | i
COC(=O)[C@@H]1[C@@H](C(=O)OC)C2(c3ccccc3-c3ccccc32)N(c2ccc(Cl)cc2)N1C#N
  i | i | -4.4 | 0.4 | i | i | i | 10.2 | i | i | i
Cc1ccc2c(c1)N(C(C)C(=O)N1CCC3(CC1)OCCO3)C(=O)CO2 (configuration not stated)
  i | i | -10.2 | 1.0 | i | i | i | -3.8 | i | i | i
CCCCn1c(O)c(C(CC)=NCc2ccco2)c(=O)[nH]c1=O
  i | i | -3.5 | 0.2 | i | i | i | -2.0 | i | i | i
O=C(NCCN1CCOCC1)c1ccc(Cl)nc1Cl
  i | i | -1.5 | -6.2 | i | i | i | 4.2 | i | i | i
Cc1ccccc1N1C(=O)NC(=O)/C(=C/c2ccc(N3CCOCC3)o2)C1=O
  i | i | -21.6 | 11.3 | 6* | i | i | 11.9 | i | i | i
CC12CN3CC(C)(CN(C1)C3c1cccs1)C2=O (configuration not stated)
  i | i | -12.3 | 0.6 | i | i | i | 2.8 | i | i | i
COC(=O)C(C)Oc1cc(C)cc2oc(=O)c3c(c12)CCCC3 (configuration not stated)
  i | i | -5.8 | 6.3 | i | -9.19* | i | -34.0 | i | i | i
O=P(NS(=O)(=O)c1ccc(Br)cc1)(Oc1ccccc1)Oc1ccccc1
  i | i | -1.1 | 9.5 | i | i | i | 0.2 | i | i | i
O=P(Nc1cccc(F)c1)(Oc1ccccc1F)Oc1ccccc1F
  i | i | -34.1 | 7.0 | i | -11.9* | -8.24* | 6.7 | i | i | -10.6*
CCOC(=O)c1cc(C)sc1/N=C/C1C(=O)NC(=S)NC1=O
  i | i | -6.7 | . | i | i | i | -2.3 | i | i | i
BrCC1C[n+]2c(SCc3ccccc3)nc3sc4c(c3c2O1)CCCC4 (configuration not stated)
  i | i | -4.5 | -2.1 | i | i | i | 4.1 | i | i | i
Cc1cc(N2CCN(C)CC2)nc2ccccc12
  i | i | -0.4 | 1.0 | i | i | i | 2.3 | i | i | i

# The final two records of the section before open the next one.
# Second line of a record: KCNQ1 act | TMEM16A act | hERG protect | SKKanGAS inh | KCNQ1 inh | KCNK3 block | RGS4 pot | HDAC3 inh | TMEM16A inh | RGS4 inh | KCNK9 block
BrCC1C[n+]2c(SCc3ccccc3)nc3sc4c(c3c2O1)CCCC4 (configuration not stated)
  i | i | -4.5 | -2.1 | i | i | i | 4.1 | i | i | i
Cc1cc(N2CCN(C)CC2)nc2ccccc12
  i | i | -0.4 | 1.0 | i | i | i | 2.3 | i | i | i
C[C@@H]1O[C@@H](O[C@H]2C[C@@H](O)[C@]3(CO)[C@H]4[C@H](O)C[C@]5(C)[C@@H](C6=CC(=O)OC6)CC[C@]5(O)[C@@H]4CC[C@]3(O)C2)[C@H](O)[C@H](O)[C@H]1O
  i | i | -7.2 | -1.7 | i | i | i | 1.3&-5.7 | i | i | i
CC1CCC(C)(NS(=O)(=O)OCC(Cl)(Cl)Cl)CC1 (configuration not stated)
  i | i | -7.4 | 3.9 | i | i | i | 11.6 | i | i | i
COc1ccc(OC)c([C@@H](O)[C@H](C)NC(C)(C)C)c1
  i | i | -5.2 | -3.5 | i | i | i | -6.9 | i | i | i
O=c1[nH]c(=O)n(Cc2ccccc2Cl)c(O)c1C=Nc1ccc(F)cc1
  i | i | -4.9 | 7.4 | i | i | i | 6.8 | i | i | i
CC1CCN(CC(=O)c2cccc(C(F)(F)F)c2)CC1
  i | i | -0.9 | 0.5 | i | i | i | 1.1 | i | i | i
CCN1CCN(S(=O)(=O)c2ccc(Cl)nc2)CC1
  i | i | 1.3 | 3.4 | i | i | i | -9.5 | i | i | i
O=C1CC(N2CC=C(c3ccccc3)CC2)C(=O)N1c1ccc(F)cc1 (configuration not stated)
  i | i | -10.6 | 1.4 | i | i | i | 4.2 | i | i | i
CC(=O)N1CC(=O)Nc2ccc(Cl)cc2C1c1ccccc1 (configuration not stated)
  i | i | -2.7 | 13.4 | i | i | i | 1.5 | i | i | i
CC(C)(C)c1ccc(O)c(N=Cc2c(O)ccc3ccccc23)c1
  i | i | -14.6 | 86.7* | i | i | i | -1.4 | i | i | i
CCCCC1C(=O)NC(=S)NC1=O
  i | . | -6.4 | -3.8 | i | . | i | 1.8 | i | i | i
Cc1cccc(OCCn2cccc2/C=C2/C(=O)NC(=O)N(Cc3ccco3)C2=O)c1
  i | i | -6.9 | 25.7 | i | i | i | . | i | i | i
CNC(C(=O)c1ccccc1)C(OC(C)C)c1ccc(Cl)cc1 (configuration not stated)
  i | i | -10.5 | -5.1 | i | i | i | -0.8 | i | i | i
NCCCCCC(=O)OC1N=C(c2ccccc2Cl)c2cc(Br)ccc2NC1=O (configuration not stated)
  i | i | -15.9 | -7.4 | i | i | i | -0.2 | i | i | i
CC12CN3CN(C1)CC(c1ccccc1)(C3)C2=O
  i | i | -4.9 | -2.2 | i | i | i | -8.7 | i | i | i
CCC(=O)Nc1ccc(N2CCN(CC)CC2)c(Cl)c1
  i | i | -10.1 | -3.6 | i | i | i | 4.1 | i | i | i
CN(C)C(=O)Oc1cccc(NC(=O)c2ccccc2C(F)(F)F)c1
  i | i | -4.8 | 6.4 | i | i | i | -2.4 | i | i | i
C[C@@H]1C(=O)O[C@@H]2[C@H](O)C34[C@@H]5OC(=O)C3(O[C@H]3OC(=O)[C@H](O)C34[C@H](C(C)(C)C)[C@H]5O)[C@@]12O (some centres not stated)
  i | i | -9.6 | 4.6 | i | i | i | -8.2 | i | i | i
COP(=O)(CC(=O)O)c1ccccc1 (configuration not stated)
  i | i | -3.6 | -9.4 | i | i | i | 0.5 | i | i | i
COc1ccc(CNCCc2c[nH]c3ccccc23)c(OC)c1OC
  i | i | -10.1 | 3.1 | i | i | i | 3.9 | i | i | i
N#CCCn1cc(C(=O)Nc2ccc([N+](=O)[O-])cc2)c(-c2ccc3c(c2)OCCO3)n1
  i | i | -11.1 | 13.7 | i | i | i | 7.4 | i | i | i
COc1ccc(C(O)P(=O)(Oc2ccccc2)Oc2ccccc2)cc1 (configuration not stated)
  i | i | -1.4 | -6.9 | i | i | i | 4.6 | i | i | i
CN1C(=O)NC(=O)/C(=C/c2ccc([N+](=O)[O-])o2)C1=O
  i | i | -4.8 | 5.9 | i | i | i | 2.6 | i | i | i
COc1ccc(CCNCc2ccc(Br)cc2)cc1OC
  i | i | -2.3 | -3.3 | i | i | i | -2.2 | i | i | i
CNC(=O)Oc1ccc2c(c1)C(=O)c1ccccc1CO2
  i | i | -0.2 | -1.6 | i | i | i | 13.3 | i | i | i
Cc1cc(N(CCCl)CCCl)ccc1/C=N/N=C(\N)c1cnccn1
  i | i | -7.0 | -8.4 | i | i | i | 6.3 | i | i | i
CCCc1nnc(NC(=O)CCC(=O)N2CCC3(CC2)OCCO3)s1
  i | i | -11.8 | -3.7 | i | i | i | -2.8 | i | i | i
